Shn3 inh set2 – reduction of Shn3 3'UTR firefly luciferase signal, primary screen, Schnurri-3 inhibitor project, cell-based, Clone20 osteoblasts, set 2. hit rate 0.52% among 360,000. Clone20 osteoblast Shn3 3'UTR firefly luciferase, 24 h. AID 588674, 2011. inhibition, % at 12.5 µM;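 active means mean inhibition of at least 75% with every replicate also reaching 75%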;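 further: 0% = median of neutral control wells and 100% = pilot-screen positive control compound; some compounds past the cut are filed as inactive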
C8 TRAIL sens – viability loss with TRAIL in NB7+C8 cells, primary screen, TRAIL sensitizer project, cell-based, ATPlite luminescence; inhibition (viability loss, TRAIL sensitization), % at 10 µM; hit rate 1% among 360,000; AID 624354, 2012;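 active means compounds causing at least 50% loss of cell viability in the single-dose screen, relative to plate controls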
NR2F2 inh – NR2F2 transcriptional activity inhibitors, primary screen, cell-based, luciferase reporter, HEK293T, luminescence | hit rate 0.7% among 370,000 | AID 686940, 2013 | HEK293T NGFI-A luciferase reporter | inhibition, % at 8.6 µM | COUP transcription factor 2 (Homo sapiens), P24468;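 active means inhibition above a per-plate cutoff, mean inhibition of test wells between control levels plus 3 SD, cut at about 38% in these data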;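 further: cells cotransfected with COUP-TFII expression vector driving the NGFI-A reporter; 0% = median of COUP-TF2 test wells and 100% = reporter-only cells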
EBV LMP1 NFkB – EBV LMP1-driven NF-kappaB luciferase reporter inhibitors, primary screen, cell-based, luminescence, single point; hit rate 0.69% among 350,000; LMP1-induced NF-kappaB luciferase reporter cells; AID 504558, 2011; inhibition, % at 12.5 µM; in the data active means inhibition above about 41%;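 further: 0% = neutral control wells and 100% = reference inhibitor control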
KKLEB tox – cytotoxicity in KKLEB CF airway cells, primary screen, cytotoxicity control for CF NF-kB inhibitor project, cell-based, uHTS, fluorescence assay plates; KKLEB CF airway cells viability, ATPlite luminescence, overnight; stronger effect = lower value; cells stimulated with P. aeruginosa culture filtrate; activity change (cytotoxicity), % at 5 µM; hit rate 0.36% among 360,000;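 active means corrected activity change at or below -50% at 5 µM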
TROY NFkB inh – inhibitors of TROY-driven NF-kB signaling, primary screen, Q293 LMP1-TROYcd cells, NF-kB luciferase, uHTS | Q293 LMP1-TROYcd NF-kB luciferase reporter, 4 h | inhibition, % at 10 µM | hit rate 0.98% among 360,000;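 active means compounds whose plate-normalised and pattern-corrected inhibition of the luciferase reporter signal at the single screening dose is 50% or more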
NCOA1 inh – SRC1 coactivator transcriptional activity inhibitors, primary screen, cell-based, luminescence. Nuclear receptor coactivator 1 (Homo sapiens), Q15788. HEK293 GAL4-SRC1 luciferase reporter. inhibition, % at 3.6 µM. hit rate 0.12% among 360,000. AID 588354, 2011;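 active means inhibition above the campaign mean plus 3 SD, with each screening campaign given its own cutoff, cut at about 60% in these data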;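 further: 0% = DMSO treated cells and 100% = gossypol at 36 µM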
NR5A2 inv ag – LRH-1 (NR5A2) inverse agonists, primary screen, cell-based, luminescence, HEK293T, StAR-luciferase reporter. LRH-1 transfected, 24 h. AID 602396, 2012. Nuclear receptor subfamily 5 group A member 2 (Homo sapiens), O00482. inhibition, % at 3.6 µM. hit rate 0.13% among 360,000;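 active means inhibition above the mean inhibition of all tested compounds plus 3 SD, cut at about 73% in these data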;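 further: 0% = DMSO wells and 100% = reporter-only cells lacking LRH-1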
CF NFkB block – inhibitors of PAF-induced NF-kB signaling, primary screen, cell-based, GFP fluorescence, uHTS. KKLEB NF-kB-GFP reporter, GFP fluorescence overnight. inhibition, % at 5 µM. hit rate 0.86% among 360,000;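 active means at least 50% inhibition at 5 µM, scaled per plate between neutral and stimulator controls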;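 further: PAF is a Pseudomonas aeruginosa culture filtrate used as stimulus; plate controls were PAF-stimulated DMSO wells for no effect and unstimulated DMSO wells for full effect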
SRC3 inh – SRC3 coactivator transcriptional activity inhibitors, primary screen, cell-based, luminescence; Nuclear receptor coactivator 3 (Homo sapiens), Q9Y6Q9; HEK293 GAL4-SRC3 luciferase reporter; inhibition, % at 3.6 µM; hit rate 0.17% among 360,000; AID 588352, 2011;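 active means inhibition above a per-campaign cutoff, the mean of all compounds plus 3 SD, cut at about 60% in these data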;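 further: 0% = DMSO-treated cells and 100% = gossypol-treated cells at 36 µM; higher means less SRC3-driven luciferase light from the GAL4 reporter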
TWEAK-Fn14 inh – inhibitors of TWEAK-Fn14 signaling, primary screen, luciferase reporter cells, uHTS | AID 1159606, 2016 | inhibition, % at 10 µM | hit rate 2% among 360,000 | TWEAK-stimulated Fn14 reporter cells, luciferase luminescence, 8 h; in the data active means inhibition above about 50%
* hit, by the source's call; x = no result given. Not all compounds are listed. The share of hits here may be higher or lower than overall.

Results follow in this order: Shn3 inh set2 | C8 TRAIL sens | NR2F2 inh | EBV LMP1 NFkB | KKLEB tox | TROY NFkB inh | NCOA1 inh | NR5A2 inv ag | CF NFkB block | SRC3 inh | TWEAK-Fn14 inh
- COc1cc(CNC2CCCCCCC2)cc(Cl)c1OCC(N)=O
    -2 | 0 | -11 | 11 | 14 | 9 | 6 | 12 | -12 | -3 | 13
- Cc1cc(C(=O)N(C)Cc2ccc(Br)cc2)no1
    11 | -4 | -19 | 2 | 5 | -18 | 0 | 3 | 3 | 17 | -1
- CCOc1cc(N2CCOCC2)c(OCC)cc1NC(=O)CSc1nc(N)cc(=O)[nH]1
    1 | 7 | -25 | 1 | -3 | -10 | 0 | -6 | 4 | 3 | 15
- O=C(CN1CCc2cc3c(cc2C1)OCCCO3)Nc1cccc([N+](=O)[O-])c1
    12 | -5 | 10 | -5 | -7 | 0 | 15 | 0 | 26 | 9 | -7
- Cc1cc(=O)oc2c(C)c(OCC(=O)NC3CCN(Cc4ccccc4)CC3)ccc12
    -28 | -4 | -1 | 5 | 0 | -9 | -5 | 16 | 13 | -2 | -21
- CCCn1c(C)cc(C(=O)COc2ccc(S(=O)(=O)N(CC)CC)cc2[N+](=O)[O-])c1C
    29 | -2 | 0 | 7 | 0 | 5 | 17 | -4 | 3 | 2 | 28
- Cc1ccc(-c2csc(N3CCN(c4cc5c(cc4Cl)nc(C)n5CCN4CCCCC4)CC3)n2)cc1
    4 | -3 | 6 | 1 | -26 | 4 | -13 | 2 | 14 | -2 | -22
- CC1CCCCC1NC(=O)COC(=O)c1ccc(N(C)C)cc1 (stereo not given)
    6 | -5 | 10 | 0 | -2 | 4 | -30 | -10 | -6 | 2 | 8
- COc1ccc(C2c3ccc(O)cc3Oc3ncn(CCN4CCOCC4)c(=N)c32)cc1OC (stereo not given)
    2 | 9 | 7 | -12 | 2 | -2 | -17 | -4 | 3 | 4 | -9
- CCOC(=O)C1CCCc2c1[nH]c1c(C(=O)O)cccc21 (stereo not given)
    -5 | 13 | -4 | 2 | -17 | 7 | 4 | -13 | 10 | 23 | -9
- O=C(CSc1nnnn1C1CCCCC1)Nc1nc2c(s1)CCCC2
    15 | 13 | 16 | -2 | -12 | -3 | 16 | 7 | -2 | 14 | 1
- CCCCC1(O)CC(C(F)(F)F)=NN1C(=O)COc1ccccc1 (stereo not given)
    14 | -6 | 9 | 2 | 10 | 13 | -5 | 24 | -18 | 15 | 3
- O=C(COC(=O)CNC(=O)c1ccccc1Cl)NC1CCCC1
    -40 | 9 | 15 | -3 | 11 | -5 | -11 | 13 | -5 | 3 | -8
- CCN(CC(=O)Nc1ccc(NC(C)=O)cc1)C(=O)c1ccccc1CCc1ccccc1
    9 | 9 | 10 | 0 | -1 | -4 | -10 | 12 | -3 | 14 | -22
- CC1=C/C(=N\NC(=O)c2cccs2)CC(C)(C)C1
    -122 | 0 | -48 | -9 | -1 | -11 | -24 | -132 | -2 | -34 | -11
- C#CCOCCOCCOCCNc1nc(N2CCN(C(=O)[C@H](CO)n3cc([C@@H](N)C(C)C)nn3)CC2)nc(N2CCN(C(=O)[C@H](CCCCN)n3cc([C@@H](N)[C@H](C)CC)nn3)CC2)n1
    -15 | -22 | -12 | -3 | 8 | 9 | -2 | 9 | -4 | -8 | -7
- O=C(NCC1CC1)Nc1cccc(Cl)c1
    -11 | 9 | 0 | x | 7 | -34 | -1 | -35 | 9 | -44 | -4
- CCOP(=O)(OCC)c1ccc2c(c1)C(=O)c1ccccc1CC2
    2 | 9 | -9 | -6 | 0 | -2 | -11 | 2 | -20 | -18 | -20
- COc1ccc(-c2oc3ccccc3c2C(=O)OCc2ccccc2)cc1
    -22 | 12 | -28 | -2 | 5 | 23 | -32 | 0 | -6 | -15 | -1
- COc1ccc(-c2csc(N(CC3CCCO3)C(=O)c3ccc(C)cc3)n2)cc1 (stereo not given)
    37 | 20 | 2 | 4 | -3 | 4 | 16 | -11 | 2 | -9 | 31

Whole records, quoted from the list. Values in the order: Shn3 inh set2	C8 TRAIL sens	NR2F2 inh	EBV LMP1 NFkB	KKLEB tox	TROY NFkB inh	NCOA1 inh	NR5A2 inv ag	CF NFkB block	SRC3 inh	TWEAK-Fn14 inh
CCCCC1(O)CC(C(F)(F)F)=NN1C(=O)COc1ccccc1 (stereo not given) in the list: 14	-6	9	2	10	13	-5	24	-18	15	3
O=C(COC(=O)CNC(=O)c1ccccc1Cl)NC1CCCC1 in the list: -40	9	15	-3	11	-5	-11	13	-5	3	-8
O=C(CN1CCc2cc3c(cc2C1)OCCCO3)Nc1cccc([N+](=O)[O-])c1 in the list: 12	-5	10	-5	-7	0	15	0	26	9	-7
Cc1cc(=O)oc2c(C)c(OCC(=O)NC3CCN(Cc4ccccc4)CC3)ccc12 in the list: -28	-4	-1	5	0	-9	-5	16	13	-2	-21
Cc1cc(C(=O)N(C)Cc2ccc(Br)cc2)no1 in the list: 11	-4	-19	2	5	-18	0	3	3	17	-1

Nothing new here: two of the compounds above.
Results follow in this order: Shn3 inh set2 | C8 TRAIL sens | NR2F2 inh | EBV LMP1 NFkB | KKLEB tox | TROY NFkB inh | NCOA1 inh | NR5A2 inv ag | CF NFkB block | SRC3 inh | TWEAK-Fn14 inh
- COc1cc(CNC2CCCCCCC2)cc(Cl)c1OCC(N)=O
    -2 | 0 | -11 | 11 | 14 | 9 | 6 | 12 | -12 | -3 | 13
- Cc1cc(C(=O)N(C)Cc2ccc(Br)cc2)no1
    11 | -4 | -19 | 2 | 5 | -18 | 0 | 3 | 3 | 17 | -1

Taken from above.
C8 TRAIL sens, CCCn1c(C)cc(C(=O)COc2ccc(S(=O)(=O)N(CC)CC)cc2[N+](=O)[O-])c1C stands at -2
CF NFkB block, CC1=C/C(=N\NC(=O)c2cccs2)CC(C)(C)C1 stands at -2
CF NFkB block, CCOC(=O)C1CCCc2c1[nH]c1c(C(=O)O)cccc21 (stereo not given) stands at 10
C8 TRAIL sens, CCOc1cc(N2CCOCC2)c(OCC)cc1NC(=O)CSc1nc(N)cc(=O)[nH]1 stands at 7

Continuation.
Results follow in this order: Shn3 inh set2 | C8 TRAIL sens | NR2F2 inh | EBV LMP1 NFkB | KKLEB tox | TROY NFkB inh | NCOA1 inh | NR5A2 inv ag | CF NFkB block | SRC3 inh | TWEAK-Fn14 inh
- Cn1c(SCC(=O)Nc2ccc3c(c2)OCCO3)nnc1-c1ccccn1
    0 | 1 | 2 | 1 | 6 | 1 | -2 | -7 | 0 | 3 | 5
- O=C(NCCc1ccccc1)C1CCCN(S(=O)(=O)c2cnc[nH]2)C1 (stereo not given)
    -10 | -7 | 1 | -8 | 16 | 19 | -1 | 18 | -30 | -23 | -4
- CC1CCN(C(=O)CSc2ccc(-c3cccnc3)nn2)CC1
    9 | -20 | 10 | 0 | -2 | 4 | -17 | -8 | 11 | 6 | 9
- CCN(CC)C(=O)CC(c1cc(OC)c(OC)c(OC)c1)c1c(OC)cc(OC)c2ccc(=O)oc12 (stereo not given)
    59 | -21 | -9 | 2 | -6 | -17 | -1 | 1 | 1 | -9 | 1
- O=C(Nc1ccc2c(c1)OCCO2)c1cccc(Cl)c1
    -140 | 38 | -16 | -11 | -1 | -26 | -130 | -139 | -8 | -111 | -17
- COc1cc(COCC(O)CN2CCN(Cc3ccc4c(c3)OCO4)CC2)cc(OC)c1OC (stereo not given)
    -20 | -1 | 0 | 5 | 4 | 9 | -6 | -5 | -2 | 17 | -23
- Cc1cc(Br)cn2c(Cc3ccccc3)c(C3CCCCC3)nc12
    x | 14 | 19 | x | x | 25 | x | 0 | x | x | 36
- CCc1c(C)sc(NC(=O)c2cccs2)c1C#N
    -38 | 4 | -39 | -8 | -2 | -47 | -125 | -52 | 9 | -51 | -16
- Cc1ccc(NC(=O)c2cc(=O)[nH]c3ccc(S(=O)(=O)N4CCOCC4)cc23)cc1
    1 | -13 | -2 | -6 | -12 | -6 | 0 | 17 | 2 | -11 | -5
- O=C(COC(=O)c1ncc(Cl)c(Cl)c1Cl)NC(=O)NCc1ccccc1
    6 | 1 | -25 | -1 | -4 | 5 | 3 | -6 | -3 | 12 | -2
- CN1CCN(NC(=O)c2cn(-c3ccccc3)nc2-c2cccs2)CC1
    4 | 0 | -5 | -3 | -10 | 15 | 16 | 11 | 2 | 14 | 1
- COc1cccc(C(=O)Nc2cccnc2)c1
    -21 | 5 | -2 | -10 | -10 | -36 | -23 | -12 | 17 | -6 | -5
- CC(C(=O)NCc1ccc2c(c1)OCO2)c1ccc([N+](=O)[O-])cc1 (stereo not given)
    -53 | 4 | 8 | -24 | 23 | -2 | 1 | 18 | -17 | 21 | -10
- COc1ccc(Cc2c(Cl)ncnc2Cl)cc1
    -24 | 14 | 6 | 2 | -3 | -2 | -26 | 4 | 8 | 21 | 31
- Brc1ccc(CSc2ccc3nnc(-c4cccnc4)n3n2)cc1
    14 | 4 | -43 | 3 | -10 | 19 | -13 | 13 | -19 | -9 | 17
- O=C(NCCc1ccccn1)C(F)(F)C(F)(F)C(F)(F)C(F)(F)C(F)(F)C(F)(F)C(F)(F)C(F)F
    -9 | -11 | -6 | -2 | 4 | 14 | 12 | 25 | 7 | 33 | 4
- CCOc1cc(/C=C2\SC(=S)N(NC(=O)c3cccnc3)C2=O)ccc1O
    -12 | 38 | 2 | -8 | 0 | 11 | -10 | -11 | -13 | 12 | -12
- O=C(CSc1nc2ccccc2c(=O)n1CCCN1CCOCC1)Nc1ccc(F)c(Cl)c1
    2 | -5 | -13 | 0 | -5 | 8 | 0 | -2 | 0 | -3 | 2
- Cc1nnc(SCC(=O)Nc2ccc([N+](=O)[O-])cc2)n1CC1CCCO1 (stereo not given)
    -16 | -1 | 10 | 0 | 8 | -16 | 7 | 1 | -10 | -8 | -25
- O=C(CN(CC1CCCO1)C(=O)CNS(=O)(=O)c1ccc(F)cc1)NCCc1ccccc1 (stereo not given)
    -7 | -17 | 18 | 1 | 0 | -5 | -9 | -6 | 0 | 5 | -6

High-throughput results deposited in PubChem by several laboratories.
